Screening data as filed in PubChem.
IL-2 act – activates IL-2 in a cell-based reporter assay. hit rate 0.065% among 360,000. activation, % (series mostly up to about 46 µM). IL-2 activation reporter assay, cell-based qHTS; stimulated with anti-CD3/CD4/CD28 beads; in transgenic mouse T cells. AID 652025; in the data active means activation above about 50%; inconclusive means mostly about 30% to 49%; further: 0% is about no effect
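EGFP and DsRed fluorescence is measured by plate cytometry in unstimulated transgenic mouse T cells exposed to compound for 60 minutes, then stimulated 18 hours at 37 degrees C with anti-CD3/anti-CD4 beads plus anti-CD28.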
EPAC1 agonist – EPAC1 (human) agonism; O95398; EPAC1 agonist qHTS, biochemical assay; response scale: 100% = response to 6.5 mM cAMP; Potency, µM (titrated, usually from 154 µM), for the others: at the top dose activation, actives largely listed as activators; hit rate 0.073% among 360,000; AID 720707; further: potency means the concentration at half of the fitted maximal effect; nearly all actives have a fitted effect of over 60% in size
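Compounds were pinned as a concentration titration into mixtures of EPAC1 (100 nM), BODIPY-GDP-loaded Rap1B (250 nM) and GDP (50 uM). After 5 min at room temperature, fluorescence was followed for 30 min; activity was scaled to 6.5 mM cAMP.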
EPAC1 antag – blocks human EPAC1 exchange factor; hit rate 0.14% among 360,000; Potency, µM (titrated, usually from 115 µM), inactives show at the highest dose activity change, negative = inhibition, actives largely listed as inhibitors; O95398; EPAC1 GEF assay, Rap1b-BODIPY-GDP exchange fluorescence;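 further: potency means the concentration at half of the fitted maximal effect; plate controls were vehicle for no effect and positive control for full effect; nearly all actives have a fitted effect of over 50% in size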
WRN helicase inh – WRN helicase (human) inhibition; hit rate 0.46% among 360,000; Potency, µM (top dose mostly 114 µM), for inactives: at the highest dose activity change, negative = inhibition, actives largely listed as inhibitors; WRN helicase unwinding, fluorescent forked duplex, kinetic; Q14191; AID 651768; further: potency means the concentration at half of the fitted maximal effect; on the % scale 0 is the no-effect control and ±100 the full control effect; nearly all actives have a fitted effect of over 55% in size
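WRN at 20 nM final preincubated with compound 15 min at room temperature; reaction started with 100 nM fluorophore/quencher forked duplex oligonucleotide and 2 mM ATP final. Unwinding followed kinetically by red fluorescence (ex 525, em 598 nm).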
EPAC2 agonist – EPAC2 (human) agonism. Potency, µM (series often up to 154 µM), inactives show at the highest dose activation, actives largely listed as activators. EPAC2 activation, biochemical qHTS; response scale: 100% = 6.5 mM cAMP response. AID 720711. hit rate 0.079% among 360,000; further: potency means the concentration at half of the fitted maximal effect; nearly all actives have a fitted effect of over 50% in size
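Guanine nucleotide exchange by EPAC2 is measured as reduced fluorescence of BODIPY-GDP once it is released from 250 nM Rap1B. Plates are read kinetically for 30 min at room temperature; results are scaled to 6.5 mM cAMP.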
PI5P4Ka inh – PI5P4K alpha (human) kinase inhibition | P48426 | PI5P4Kalpha enzyme, ADP-Glo luminescence, 60 min; hits give low values | max response, % | hit rate 1.2% among 330,000 | AID 652105; active means max response of -50% or lower; inconclusive means between -30% and -50%; inactive means -30% or higher; further: value at the top dose of about 77 µM; on the % scale 0 is the no-effect control and ±100 the full control effect
Target sequence (P48426 whole entry, looked up): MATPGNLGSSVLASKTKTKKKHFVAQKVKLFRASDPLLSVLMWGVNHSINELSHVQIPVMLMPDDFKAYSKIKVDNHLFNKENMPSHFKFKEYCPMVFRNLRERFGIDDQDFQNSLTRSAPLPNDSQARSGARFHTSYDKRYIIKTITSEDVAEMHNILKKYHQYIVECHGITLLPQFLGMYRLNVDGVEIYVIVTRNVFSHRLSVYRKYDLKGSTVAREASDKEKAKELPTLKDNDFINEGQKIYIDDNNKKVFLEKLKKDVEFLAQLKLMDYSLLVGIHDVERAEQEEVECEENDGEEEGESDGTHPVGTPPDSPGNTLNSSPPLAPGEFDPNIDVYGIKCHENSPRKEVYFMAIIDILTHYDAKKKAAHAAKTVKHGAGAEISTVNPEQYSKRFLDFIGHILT
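ADP-Glo luminescence end-point after a 60 min room-temperature kinase reaction. PI5P4Kalpha and substrate in HEPES pH 7.4 buffer with EGTA, 0.1% CHAPS and 5% DMSO; ATP at 5 microM final.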
CCT modulator – modulators of cytosolic chaperonin (CCT/TRiC) activity; hit rate 0.3% among 360,000; purified chaperonin ATPase assay, HTRF ADP detection, 30 min; activity change, % (concentration not given with the values), hits read low; AID 651819; in the data active means activity change below about -30%; further: on the % scale 0 is the no-effect control and ±100 the full control effect
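Enzyme 40 or 20 nM (batch-dependent) in Tris pH 7.4/KCl/MgCl2/DTT; cpd 76 uM single point; ATP 10 uM; 30 min 37 °C; Transcreener ADP HTRF detection, 30 min RT; ratio 665/615.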
PLK1 PBD block – blocks phosphopeptide binding to human PLK1 polo-box domain; P53350; Plk1 PBD binding of FITC phosphopeptide, fluorescence polarization; Potency, µM, for the others: max response, negative = inhibition, hits mostly inhibitors; hit rate 2.8% among 360,000; AID 720504; further: potency means the concentration at half of the fitted maximal effect; series mostly up to about 57 µM; on the % scale 0 is the no-effect control and ±100 the full control effect; nearly all actives have a fitted effect of over 65% in size
Target sequence (P53350 whole entry, looked up, the tested form may be a part): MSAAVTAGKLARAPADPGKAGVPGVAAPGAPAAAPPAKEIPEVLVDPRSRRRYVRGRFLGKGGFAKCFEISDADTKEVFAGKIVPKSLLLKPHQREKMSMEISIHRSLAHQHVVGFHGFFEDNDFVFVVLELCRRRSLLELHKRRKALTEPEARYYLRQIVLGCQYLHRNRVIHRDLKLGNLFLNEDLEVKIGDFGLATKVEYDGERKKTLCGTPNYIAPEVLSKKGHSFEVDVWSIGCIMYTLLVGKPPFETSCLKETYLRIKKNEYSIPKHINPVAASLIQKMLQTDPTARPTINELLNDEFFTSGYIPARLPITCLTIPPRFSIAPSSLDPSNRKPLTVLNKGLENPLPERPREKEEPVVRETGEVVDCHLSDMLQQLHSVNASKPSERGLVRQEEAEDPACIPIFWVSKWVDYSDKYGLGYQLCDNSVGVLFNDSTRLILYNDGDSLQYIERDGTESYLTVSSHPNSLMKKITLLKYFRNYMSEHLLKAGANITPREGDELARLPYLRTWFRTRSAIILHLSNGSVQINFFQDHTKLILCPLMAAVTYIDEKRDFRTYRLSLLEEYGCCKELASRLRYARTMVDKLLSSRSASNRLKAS
An asterisk follows results filed as active; ? = inconclusive; · = not tested or not shown; [ ] = another dose, or the depositor's remark. Unless noted, the call rests on the fitted dose curve; in most records, active means well fitted curve in the direction sought with a large enough effect; inconclusive means small, poorly fitted or top-dose-only effect, or another doubt; inactive means no such curve, though single readings can be large; an effect the other way counts as inactive or inconclusive.

SMILES	IL-2 act	EPAC1 agonist	EPAC1 antag	WRN helicase inh	EPAC2 agonist	PI5P4Ka inh	CCT modulator	PLK1 PBD block
COc1ccc(S(=O)(=O)N(C)C)cc1NC(=O)CN1CCN(C(=O)C2CC2)CC1	1.9	-5%	6%	11%	-1%	-9	0.7	0%
CC(C)CN1C(=O)c2ccc(C(=O)Nc3ccc(OCC(=O)O)cc3)cc2C1=O	1.5	1%	?	16%	7%	2	1.2	-16%
CC(Sc1nnc(Nc2ccccc2)s1)C(=O)Nc1nc(-c2ccccc2)cs1 (stereo unspecified)	-1.9	4%	-16%	-9%	0%	-4	-1.9	6%
CCNC(=O)COC(=O)c1cccc(Br)c1	-2.5	11%	-17%	-3%	4%	-7	-1.6	-12%
Cc1ccc(S(=O)(=O)NCc2ccccc2)cc1C(=O)N1CCCCCCC1	0.0	-2%	-19%	-1%	3%	1	-3.8	-10%
CC(C)NC(=O)COC(=O)c1cccc(NS(=O)(=O)/C=C/c2ccccc2)c1	-0.5	1%	-9%	8%	-4%	5	2.0	-9%
CC(=O)Nc1ccc(SC[C@H](CC(C)C)N2CCN(CC(C)C)CCC2=O)cc1	0.0	-27%	?	4%	5%	-3	0.1	27µM*
CC(=O)Nc1sc(C)c(C)c1C(=O)OCC(=O)N(CCC#N)c1cc(C)cc(C)c1	0.1	4%	8%	0%	3%	-5	-0.7	-2%
Cc1ccc(NC(=O)C/C(N)=N/OC(=O)Nc2cccc(C)c2)cc1	0.3	-1%	-13%	5%	13%	-6	-0.4	-9%
COc1ccc(CN(Cc2cccnc2)C(=S)NCCc2ccccc2)cc1OC	-0.7	-5%	5%	6%	7%	1	1.1	-2%
CCc1ccc(/C=C\C(=O)N2CCCC2)cc1	0.5	5%	1%	-1%	9%	-12	1.4	-11%
CC1CCN(C(=O)c2[nH]cnc2C(=O)N[C@@H](CCCCNC(=O)OC(C)(C)C)C(=O)OC(C)(C)C)CC1	-0.4	-31%[inhibitor]	-20%	-7%	-7%	0	1.7	-8%
O=C(CCCCl)OCc1cn(-c2ccc(Cl)cc2)nn1	-1.0	-3%	-6%	-16%	12%	-24	-2.2	?
COc1nc(N/N=C/c2ccc(-c3ccccc3[N+](=O)[O-])o2)nc(N2CCOCC2)n1	1.1	-5%	7%	-8%	-4%	-10	0.8	-27%
CCCCN(C(=O)c1ccc(-c2ccc(Cl)cc2)o1)c1c(N)n(CCC)c(=O)[nH]c1=O	0.0	-3%	-3%	-1%	-7%	-12	0.8	?
O=C(c1ccccc1Cl)N1N=C(c2cccs2)CC1c1cccc(O)c1 (stereo unspecified)	0.4	5%	-28%	-4%	11%	2	-0.8	3%
O=C(Nc1ccccc1)Nc1cc([N+](=O)[O-])ccc1F	-1.1	-1%	11%	?	-4%	4	-2.2	2%
COc1ccc(/C=C(\NC(=O)/C=C/c2ccco2)C(=O)NCCc2nc3ccccc3[nH]2)cc1	0.4	13%	2%	-11%	1%	-13	-1.0	-8%
COc1cccc(C(=O)NC(Cc2ccccc2)c2ccc3c(c2)OCCCO3)c1 (stereo unspecified)	-0.2	4%	-5%	-8%	12%	·	-0.8	0%
CON/C=C(\C=Nc1ccc(Cl)cc1)c1ncc(C(F)(F)F)cc1Cl	-0.2	0%	-8%	-6%	-13%	5	-1.0	-2%
Cc1[nH]c2ccccc2c1CCN(Cc1cccnc1)C(=S)Nc1cccc(F)c1	-3.3	18%	-3%	-13%	6%	8	-0.7	-4%
COC(=O)CN1C(c2ccc(OC)cc2)=Nc2ccc(Cl)cc2C1c1ccccc1 (stereo unspecified)	-1.4	5%	6%	-5%	9%	-2	3.1	-2%
O=C(NCC1CCCCC1)c1ccc(F)c(S(=O)(=O)N2CCOCC2)c1	0.1	-3%	12%	10%	9%	1	1.2	-8%
Cc1ccc(-c2cc(-c3ccccc3)nc(N)c2C#N)o1	13	-2%	14%	3%	-6%	2	-1.1	14%

Of the compounds above, these have a nitro group on carbon:
SMILES	IL-2 act	EPAC1 agonist	EPAC1 antag	WRN helicase inh	EPAC2 agonist	PI5P4Ka inh	CCT modulator	PLK1 PBD block
COc1nc(N/N=C/c2ccc(-c3ccccc3[N+](=O)[O-])o2)nc(N2CCOCC2)n1	1.1	-5%	7%	-8%	-4%	-10	0.8	-27%
O=C(Nc1ccccc1)Nc1cc([N+](=O)[O-])ccc1F	-1.1	-1%	11%	?	-4%	4	-2.2	2%

3 compounds from above, arranged by their value in EPAC1 agonist, smallest number first.
SMILES	EPAC1 agonist
O=C(NCC1CCCCC1)c1ccc(F)c(S(=O)(=O)N2CCOCC2)c1	-3%
CON/C=C(\C=Nc1ccc(Cl)cc1)c1ncc(C(F)(F)F)cc1Cl	0%
COC(=O)CN1C(c2ccc(OC)cc2)=Nc2ccc(Cl)cc2C1c1ccccc1 (stereo unspecified)	5%

Further results follow:
SMILES	IL-2 act	EPAC1 agonist	EPAC1 antag	WRN helicase inh	EPAC2 agonist	PI5P4Ka inh	CCT modulator	PLK1 PBD block
O=C(CSc1nnc2c(Cl)cc(Cl)cn12)N1CCN(c2ccc(F)cc2)CC1	-1.2	-1%	4%	1%	10%	-8	-0.3	-4%
CN(NC(=O)COc1ccccc1)C1=NS(=O)(=O)c2ccccc21	1.1	5%	-6%	-1%	4%	-1	1.4	-5%
CC(C)(Cc1ccccc1)/[N+]([O-])=C\c1ccc(C(F)(F)F)cc1	0.0	-24%	-15%	1%	4%	0	0.1	0%
O=C(N/N=C\c1c(F)c(F)c(F)c(F)c1F)c1ccc(-c2ccccc2)cc1	-4.9	6%	2%	-21%	7%	-1	-2.1	0%
Cc1cccc(Cc2cccc(C)c2O)c1O	-0.8	-6%	-29%	-15%	12%	-4	-2.0	-14%
Cc1ccc(C(=O)Nc2cccc(Oc3ccccc3)c2)o1	-0.6	17%	-3%	-13%	2%	1	2.1	-4%
NC(=O)[C@@H]1CC2(CC(c3cccc(NC(=O)[C@H]4CCC(=O)N4)c3)=NO2)CN1C(=O)COc1ccc(Cl)cc1 (stereo partly specified)	-0.3	-7%	3%	1%	10%	-2	-0.4	-6%
CC(C)CN(CC(C)C)c1nnc(NC(=O)Cn2c(=O)oc3ccccc32)s1	-1.6	-9%	-8%	-1%	-6%	0	-1.5	-3%
COc1ccc(Cl)cc1C(=O)Nc1cccnc1	0.0	8%	-1%	1%	17%	11	2.9	-10%
CCOC(=O)c1c(C)nc(C)c(C(=O)OCC)c1-c1ccco1	-0.4	4%	-1%	?	2%	2	-0.3	-3%
O=C(N/N=C(\c1ccccc1)c1ccccn1)c1ccccc1Cl	0.2	-7%	-24%	-11%	9%	7	-1.6	-13%
CCOc1ccc(OCCn2c(SCC(=O)O)nc3ccccc32)cc1	1.1	-6%	-22%	-4%	-3%	-2	2.6	-4%
COc1ccc(NC(=O)c2cccnc2SC)cc1OC	-1.2	8%	-26%	-4%[57.1 µM]	7%	3	-1.5	-2%
O=C(Cc1csc(NC(=O)c2ccccc2)n1)NO	4.0	-13%	-11%	11%	1%	-7	-2.1	-8%
CC1CCN(C(=O)CCNS(=O)(=O)c2ccc(Br)cc2)CC1	0.9	-3%	4%	5%	8%	-3	-1.7	-4%
CCC(=O)Nc1ccccc1C(=O)OCC(=O)c1ccc2ccccc2c1	-1.7	9%	-17%	-6%	11%	·	-0.8	-10%
CCCOc1ccc(C2C(C(=O)OC)=C(C)N=C3SCCC(=O)N32)cc1OCC (stereo unspecified)	0.8	-13%	-24%	-10%	-6%	-6	0.2	0%
CC(C)c1ccc(/C=N/n2nnnc2Nc2ccccc2)cc1	-0.3	-9%	-9%	3%	5%	-5	-3.3	-1%
CCC(CO)Oc1cc(NC(=O)c2cccc3ccccc23)c2ncn(C(C)C)c2c1 (stereo unspecified)	-0.3	-2%	-12%	-6%	0%	-28	1.1	-5%
COc1ccc(Oc2nc(SC)nc3ccsc23)cc1	0.1	9%	11%	-4%	7%	1	1.0	1%
CCOC(=O)C1CCCN(C(=O)CN2C(=O)c3ccccc3S2(=O)=O)C1 (stereo unspecified)	0.8	0%	4%	6%	-3%	0	-7.2	2%
CN(C)CCNc1nc2sc3c(c2c(=O)n1CCc1ccccc1)CCCCC3	-0.7	-1%	-9%	-10%	9%	13	-0.8	-9%
CC(=O)N1N=C(c2cccs2)CC1c1ccc(Br)cc1 (stereo unspecified)	0.3	-6%	-12%	-9%	6%	9	1.9	2%
Cn1c(=O)c2nc3ccccc3nc2n(C)c1=O	0.4	-13%	6%	13%	6%	0	-1.5	-3%
CCOC(=O)C1=CN(Cc2cccc(Br)c2)S(=O)(=O)N(CC)C1C (stereo unspecified)	-0.6	-16%	-1%	-11%	15%	11	0.1	-4%
O=C(CCCn1c(SCc2cccc(F)c2)nc2ccccc2c1=O)NCC1CCCO1 (stereo unspecified)	-1.4	-6%	5%	6%	-5%	0	-1.9	-4%
COc1cccc(CNC(=O)c2ccc(CS(=O)(=O)Cc3ccc(C)cc3)o2)c1	-1.2	-9%	-5%	0%	-2%	0	-0.2	-8%
CCN(CC)c1ccc(NC(=O)c2ccc3c(c2)c(C)c(C)n3C)cc1	-0.7	-10%	0%	-1%	-5%	23	0.0	6%
COCCn1c(N)c(N(Cc2ccccc2)C(=O)CSCC(=O)Nc2ccc(C)cc2)c(=O)[nH]c1=O	-3.5	-5%	5%	-3%	8%	7	-3.7	-7%
Cn1c(=O)c2c(nc(Oc3ccc4c(c3)OCO4)n2Cc2ccc(F)cc2)n(C)c1=O	-0.2	-1%	1%	3%	-5%	·	-3.0	3%
Nc1ccc(Br)cc1C(NCC(=O)O)c1ccccc1 (stereo unspecified)	-0.5	1%	-5%	-5%	5%	1	-2.4	4%
COC(=O)C1=CCCCC(O)=C1C(=O)OC	-2.7	-1%	-8%	-1%	2%	-2	0.5	-2%
CSc1ccc(CN2CCC(n3nccc3NC(=O)C3CCOC3)CC2)cc1 (stereo unspecified)	-3.3	2%	8%	-14%	0%	2	-0.3	4%
O=C(CCN1C(=O)C2C3C=CC(C3)C2C1=O)NC1CCCCC1 (stereo unspecified)	-2.2	-2%	-14%	2%	7%	5	-6.9	-17%
O=C(c1ccccc1[N+](=O)[O-])N1CCN(Cc2ccc3c(c2)OCO3)CC1	-0.6	10%	9%	-11%	5%	-3	0.6	?
CC(C)CCNC(=O)C1CCC(=O)N1CCc1ccccc1 (stereo unspecified)	0.2	10%	11%	-3%	0%	0	-1.2	-11%
CCCCCCCCN1C(=O)[C@H](CC(=O)NCc2cccc3ccccc23)C[C@@]2(C(=O)OC)CCCCC=C12	-0.9	4%	-7%	-10%	3%	22	-0.9	-3%

A portion of the library, so the mix of outcomes need not match the whole.
